Bioassay records deposited in PubChem BioAssay by Broad Institute.
PfHsp90 set2: growth inhibition of PfHsp90-expressing yeast, primary screen, antimalarial PfHsp90 inhibitor project, S. cerevisiae, BacTiter-Glo luminescence, single point, set 2; 0.32% of 310,000 active; BacTiter-Glo ATP, 48 h; yeast lacking PDR1 and PDR3 efflux regulators; inhibition, % at 9.4 µM;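 active means every replicate shows inhibition above about 80%, whatever the replicate mean, limit read from the data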;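 further: 0% = DMSO neutral controls and 100% = 20 µM radicicol positive controls; yeast relying on Plasmodium falciparum Hsp90 in place of its own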
PvdQ inh: P. aeruginosa PvdQ acylase inhibitors, primary screen, biochemical, fluorescence, plate reader and imaging, single point; PvdQ acylase [Pseudomonas aeruginosa LESB58]; purified PvdQ acylase; inhibition, % at 10 µM; 0.063% of 340,000 active; AID 488965, 2010; in the data active means inhibition above about 30%, passing the limit was not always enough;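 further: 0% = vehicle neutral wells and 100% = reference inhibitor wells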
CAL PDZ FP-1: untagged CAL PDZ binding inhibitors, primary screen, biochemical, fluorescence polarization, HTS; purified CAL PDZ, TMR-peptide fluorescence polarization, 1 h; AID 602252, 2012; inhibition, % at 24.9 µM; 0.92% of 300,000 active;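 active means mean inhibition of at least 30% with at least half of replicates also reaching 30%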;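 further: 0% = DMSO neutral control and 100% = excess unlabeled competitor peptide PRC23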
SR-BI uptake up: activators of SR-BI mediated DiI-HDL uptake, primary screen, ldlA[mSR-BI] CHO cells, DiI fluorescence. activation, % at 12.5 µM. AID 504775, 2011. 3 h; 100 = double the neutral-control signal. 0.096% of 320,000 active;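 active means mean replicate activation of at least 60% and every replicate at or above 60%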;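 further: 0% = median plate neutral-control signal and 100% = twice that signal; values of inactives mirror those of a sister screen read the other way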
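Assay system: LDL receptor-deficient CHO ldlA cells overexpressing murine SR-BI / Medium: BSA-supplemented, HEPES-buffered Ham's F12, pH 7.4 / Probe or stimulus: DiI-labelled HDL at 10 µg/mL final / Timing: compound with DiI-HDL co-incubation, 3 h at 37 °C / Technique: bottom-read cell fluorescence after medium removal, ex 550/em 595 nm / Measure: HDL uptake via cellular fluorescence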
CAL PDZ FP-2: CAL PDZ peptide-binding inhibitors, primary screen, biochemical, fluorescence polarization, Cer-tagged CAL PDZ, HTS. purified CAL PDZ, TMR-peptide fluorescence polarization, 1 h. inhibition, % at 20 µM. 0.02% of 330,000 active. AID 504414, 2011;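 active means highest replicate inhibition of at least 40%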;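 further: plate controls were DMSO neutral control wells for no effect and unlabeled competitor peptide control wells for full effect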
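Read-out basis: mP drop reported as inhibition | Assay system: Tagged CAL PDZ protein CerCALP, purified | Benchmarks: Unlabelled peptide for full inhibition, DMSO wells as neutral | Schedule: 1 h incubation at room temperature before polarization reading | Buffer or medium: Sodium phosphate/NaCl buffer pH 7.4 with TCEP, IgG, Thesit | Doses: Single point, 20 µM | Measured by: Fluorescence polarization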
dFosB activator: activators of delta FosB homodimer, primary screen, biochemical, fluorescence polarization, TAMRA-CDK5 oligo, single point; purified delta FosB; percent of positive-control signal above neutral wells; Protein FosB (Mus musculus), P13346; 0.99% of 340,000 active; activation, % at 25 µM; AID 493131, 2011;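 active means mean activation above about 17%, with every replicate also reaching it, limit read from the data, passing the limit was not always enough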;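 further: fluorescence polarization rise as delta FosB binds a TAMRA Cdk5 AP-1 oligo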
Target sequence (P13346 whole entry, looked up): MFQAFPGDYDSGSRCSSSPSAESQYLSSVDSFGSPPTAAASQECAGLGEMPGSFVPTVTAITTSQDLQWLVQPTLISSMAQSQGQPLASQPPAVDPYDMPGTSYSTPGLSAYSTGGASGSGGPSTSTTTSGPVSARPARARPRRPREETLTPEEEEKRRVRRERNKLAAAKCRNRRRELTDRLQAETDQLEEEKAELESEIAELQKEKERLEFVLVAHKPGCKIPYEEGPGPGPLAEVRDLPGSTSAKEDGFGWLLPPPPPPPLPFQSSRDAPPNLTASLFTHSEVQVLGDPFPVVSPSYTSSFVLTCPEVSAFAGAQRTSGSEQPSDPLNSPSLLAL
Rtt109 Vps75: inhibitors of C. albicans Rtt109/Vps75 HAT, primary screen, biochemical, ThioGlo CoA-SH fluorescence, plate reader | Histone acetyltransferase RTT109 (Candida albicans (strain SC5314 / ATCC MYA-2876)), … | purified Rtt109/Vps75, 4 h | inhibition, % at 34.9 µM | 0.16% of 330,000 active | AID 540336, 2011;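 active means inhibition of at least 50% in every replicate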
Target sequence (Q5AAJ8 whole entry, looked up): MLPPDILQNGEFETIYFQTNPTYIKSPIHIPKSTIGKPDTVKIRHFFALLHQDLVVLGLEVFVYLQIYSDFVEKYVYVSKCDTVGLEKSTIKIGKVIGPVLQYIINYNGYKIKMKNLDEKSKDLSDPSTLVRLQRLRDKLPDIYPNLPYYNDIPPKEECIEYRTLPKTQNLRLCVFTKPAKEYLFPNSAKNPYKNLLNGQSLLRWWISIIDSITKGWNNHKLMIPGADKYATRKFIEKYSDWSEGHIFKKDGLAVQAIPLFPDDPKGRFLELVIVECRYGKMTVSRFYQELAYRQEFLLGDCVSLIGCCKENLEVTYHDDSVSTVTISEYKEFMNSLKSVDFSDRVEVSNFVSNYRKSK
SR-BI HDL uptake: inhibitors of SR-BI mediated HDL lipid uptake, primary screen, ldlA[mSR-BI] cells, fluorescence, single point; ldlA[mSR-BI] CHO cells, DiI-HDL uptake fluorescence, 3 h; inhibition, % at 12.5 µM; 0.96% of 320,000 active; AID 488896, 2010;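 active means mean replicate inhibition of at least 70% and a set share of replicates each scoring 70 or more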;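 further: 0% = median of neutral control wells and 100% = median of positive control wells; values of inactives mirror those of a sister screen read the other way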
MITF act: activators of MITF-driven TRPM1 promoter reporter, primary screen, cell-based, SK-MEL-5, luciferase, single point; SK-MEL-5 TRPM1-promoter luciferase, 24 h; % of positive control, neutral wells = 0; activation, % at 12.5 µM; 0.75% of 300,000 active; AID 588334, 2011;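 active means mean activation of at least 80% with every replicate also reaching 80%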;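 further: 0% = neutral control wells and 100% = parthenolide positive control wells; values of inactives mirror those of a sister screen read the other way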
NSD2 inh: NSD2 histone methyltransferase inhibitors, primary screen, biochemical, AlphaScreen, single concentration, set 2. Histone-lysine N-methyltransferase NSD2 (Homo sapiens), O96028. NSD2 peptide methylation, 120 min. inhibition, % at 12.5 µM. 0.54% of 310,000 active; in the data active means inhibition above about 50%
Starred values were filed as active, the others as inactive; / = no result given.

Sample of the layout:
| SMILES | MITF act | SR-BI uptake up | PfHsp90 set2 | NSD2 inh | SR-BI HDL uptake | PvdQ inh | CAL PDZ FP-2 | dFosB activator | Rtt109 Vps75 | CAL PDZ FP-1 |
| --- | --- | --- | --- | --- | --- | --- | --- | --- | --- | --- |
| O=c1[nH]c(=O)n(CCc2ccc(F)cc2)c(O)c1C=NCc1ccc2c(c1)OCO2 | / | -18 | -9 | 1 | 18 | 2 | -0.3 | 8 | 2 | 5 |
| Cc1cccc(/N=C/c2sc3ccccc3c2O)n1 | 27 | / | 5 | 11 | / | 7 | -3.0 | -1 | 26 | -2 |
| CN1C(=O)C2(OCCCO2)c2ccccc21 | / | 32 | 8 | -1 | -32 | -3 | -0.1 | 7 | -3 | -6 |
| Cc1cccc(CN2CCN(c3ncccn3)CC2)c1 | 1 | 13 | 9 | 2 | -13 | 1 | -1.7 | 5 | 7 | / |
| Cc1cc(C)nc(NC2=NCC(=O)N2c2ccc(Cl)cc2)n1 | -7 | -7 | -1 | -3 | 7 | -15 | 3.9 | -5 | -2 | -1 |
| CC(C)C[C@@H](NC(=O)[C@H]1CCCN1C(=O)Cc1ccccc1)C(N)=O | -1 | 8 | -6 | -2 | -8 | -17 | -0.4 | -7 | 5 | -4 |

Main list, from the start:
| SMILES | MITF act | SR-BI uptake up | PfHsp90 set2 | NSD2 inh | SR-BI HDL uptake | PvdQ inh | CAL PDZ FP-2 | dFosB activator | Rtt109 Vps75 | CAL PDZ FP-1 |
| --- | --- | --- | --- | --- | --- | --- | --- | --- | --- | --- |
| O=c1[nH]c(=O)n(CCc2ccc(F)cc2)c(O)c1C=NCc1ccc2c(c1)OCO2 | / | -18 | -9 | 1 | 18 | 2 | -0.3 | 8 | 2 | 5 |
| Cc1cccc(/N=C/c2sc3ccccc3c2O)n1 | 27 | / | 5 | 11 | / | 7 | -3.0 | -1 | 26 | -2 |
| CN1C(=O)C2(OCCCO2)c2ccccc21 | / | 32 | 8 | -1 | -32 | -3 | -0.1 | 7 | -3 | -6 |
| Cc1cccc(CN2CCN(c3ncccn3)CC2)c1 | 1 | 13 | 9 | 2 | -13 | 1 | -1.7 | 5 | 7 | / |
| Cc1cc(C)nc(NC2=NCC(=O)N2c2ccc(Cl)cc2)n1 | -7 | -7 | -1 | -3 | 7 | -15 | 3.9 | -5 | -2 | -1 |
| CC(C)C[C@@H](NC(=O)[C@H]1CCCN1C(=O)Cc1ccccc1)C(N)=O | -1 | 8 | -6 | -2 | -8 | -17 | -0.4 | -7 | 5 | -4 |
| COCCN1CCN(C(=O)c2cc(COc3ccc(F)cc3Cl)on2)CC1 | 6 | -8 | 15 | -2 | 8 | -17 | -0.1 | -6 | -4 | -4 |
| COC(=O)c1ccc(OCC(=O)Nc2ccsc2C(=O)OC)cc1 | 18 | 36 | -13 | 3 | -36 | -13 | -2.2 | 36* | 3 | -2 |
| O=C(CSc1n[nH]c(-c2ccccn2)n1)Nc1ccccc1F | / | / | 9 | -2 | / | 12 | -2.1 | -9 | -2 | -2 |
| Brc1ccc(CSc2ncnc3nc[nH]c23)cc1 | 26 | 6 | 20 | / | -6 | -16 | -2.6 | -4 | -1 | / |
| Fc1ccc(NC(=S)Nc2ccc(Br)cc2)cc1 | 11 | 2 | 6 | -3 | -2 | -1 | -2.2 | -1 | 55* | -1 |
| CC(NC(=O)c1cccc(OC2CCN(C(=O)C3CC3)CC2)c1)c1ccc(F)cc1 (configuration not stated) | -8 | / | 20 | -4 | 43 | -8 | -2.7 | -2 | 5 | 1 |
| Cc1ccc(C)n1N1C(=O)/C(=C\c2ccc(Cl)cc2)SC1=S | 0 | 8 | 13 | 7 | -8 | 8 | -1.4 | -9 | 21 | / |
| O=[N+]([O-])c1cccc(CN2CCC(Cc3ccccc3)CC2)c1 | / | / | -18 | 7 | / | -11 | -3.6 | -1 | 0 | -6 |
| CCn1c(N2CCN(CC(=O)c3c[nH]c4ccccc34)CC2)nc2c1c(=O)[nH]c(=O)n2C | -12 | -8 | -21 | 1 | 8 | -13 | -2.7 | -9 | -9 | 3 |
| O=C(NCCc1ccccc1)C1CCN(S(=O)(=O)N2CCCCCC2)CC1 | 7 | -11 | 7 | -2 | 11 | 7 | 0.2 | -1 | 13 | / |
| CCOC(=O)C1(CCCc2ccccc2)CCN(C(=O)C2=C(C)OCCO2)CC1 | -11 | -13 | -11 | 4 | 13 | -12 | -1.9 | 3 | 1 | -1 |
| Cc1cc(NC(=O)CSc2nc3ccccc3n2CC(=O)N2CC(C)CC(C)C2)no1 (configuration not stated) | -4 | 3 | 11 | -1 | -3 | -7 | -2.9 | -11 | 4 | / |
| CC(=O)c1cccc(NC(=O)CCNS(=O)(=O)c2cccc3nsnc23)c1 | -4 | -3 | -11 | -4 | 3 | -6 | -0.4 | 7 | -7 | 0 |
| COc1cccc(C2N(c3cccc(Cl)c3)C(=O)C3CCCN32)c1 (configuration not stated) | -3 | -10 | 3 | / | 10 | -8 | -1.0 | -1 | 6 | -3 |
| COC(=O)C1CCc2c(ccc3c2CCCC3)C1=O (configuration not stated) | 101* | -9 | 0 | -3 | 9 | 5 | -1.5 | -3 | 25 | -6 |
| COc1cccc(=O)c2c(C)n(-c3ccc(C(=O)O)cc3)c(C)c12 | 3 | 12 | / | 79* | -12 | -21 | -4.0 | -9 | 4 | -2 |
| NC(=O)CSc1nnc(-c2cccs2)n1-c1ccccc1 | / | 36 | / | -2 | -36 | 4 | -1.8 | -5 | 9 | -3 |
| COC(C[C@H]1O[C@@H]1[C@H](O)[C@H](C)OCc1ccccc1)OC | 11 | -3 | / | / | 3 | -10 | -0.2 | 2 | -8 | -1 |

Outcome played no part in choosing rows (roughly 4.3% active in at least one column).
